Screening results (PubChem)
Platelet DG rel = platelet dense granule release activity; inhibition, %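 (compounds screened at 7.5 µM in platelet-rich plasma)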; human platelet-rich plasma, SFLLRN dense granule ATP release, luminescence; AID 1663; actives 0.22% (n = 300,000);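 active = mean replicate score, as percent of positive control, at or above 50; inconclusive = mean below 50 but at least one replicate at or above 50; inactive = mean and every replicate below 50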
TRPC4 act = opens the mouse TRPC4 cation channel; Q9QUQ5; HEK293 TRPC4beta/mu-opioid, Fluo4 calcium fluorescence; stronger effect = higher value; B-score at 10 µM; actives 0.49% (n = 310,000);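 active = B-score above 5 SD of library B-scores, and initial fluorescence ratio not above library mean plus 5 SD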;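 note: positive B-score marks a calcium rise read as TRPC4 activation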
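system = HEK293 cells stably co-expressing mouse TRPC4beta and mu-opioid receptor | schedule = Fluo4 dye loading 45 min at room temperature, 110 s recording | measure = B-scored integrated calcium fluorescence ratio | signal = Fluo4 calcium-sensitive dye fluorescence, kinetic, 1 Hz baseline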
hERG protect = hERG (human) protection from proarrhythmic block. Q12809. CHO-hERG, FluxOR thallium flux, dofetilide IC70 present. activation (rescue from dofetilide block), less the hit threshold, % at 10 µM. actives 0.51% (n = 310,000). AID 1511;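 active = activation above the mean of controls blocked by dofetilide plus 5 SD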;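 note: thallium influx through hERG after potassium depolarization seen as dye fluorescence rise; in these data hits start at about 4.7%; inactives centre near -7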
Target sequence (Q12809 whole entry, looked up): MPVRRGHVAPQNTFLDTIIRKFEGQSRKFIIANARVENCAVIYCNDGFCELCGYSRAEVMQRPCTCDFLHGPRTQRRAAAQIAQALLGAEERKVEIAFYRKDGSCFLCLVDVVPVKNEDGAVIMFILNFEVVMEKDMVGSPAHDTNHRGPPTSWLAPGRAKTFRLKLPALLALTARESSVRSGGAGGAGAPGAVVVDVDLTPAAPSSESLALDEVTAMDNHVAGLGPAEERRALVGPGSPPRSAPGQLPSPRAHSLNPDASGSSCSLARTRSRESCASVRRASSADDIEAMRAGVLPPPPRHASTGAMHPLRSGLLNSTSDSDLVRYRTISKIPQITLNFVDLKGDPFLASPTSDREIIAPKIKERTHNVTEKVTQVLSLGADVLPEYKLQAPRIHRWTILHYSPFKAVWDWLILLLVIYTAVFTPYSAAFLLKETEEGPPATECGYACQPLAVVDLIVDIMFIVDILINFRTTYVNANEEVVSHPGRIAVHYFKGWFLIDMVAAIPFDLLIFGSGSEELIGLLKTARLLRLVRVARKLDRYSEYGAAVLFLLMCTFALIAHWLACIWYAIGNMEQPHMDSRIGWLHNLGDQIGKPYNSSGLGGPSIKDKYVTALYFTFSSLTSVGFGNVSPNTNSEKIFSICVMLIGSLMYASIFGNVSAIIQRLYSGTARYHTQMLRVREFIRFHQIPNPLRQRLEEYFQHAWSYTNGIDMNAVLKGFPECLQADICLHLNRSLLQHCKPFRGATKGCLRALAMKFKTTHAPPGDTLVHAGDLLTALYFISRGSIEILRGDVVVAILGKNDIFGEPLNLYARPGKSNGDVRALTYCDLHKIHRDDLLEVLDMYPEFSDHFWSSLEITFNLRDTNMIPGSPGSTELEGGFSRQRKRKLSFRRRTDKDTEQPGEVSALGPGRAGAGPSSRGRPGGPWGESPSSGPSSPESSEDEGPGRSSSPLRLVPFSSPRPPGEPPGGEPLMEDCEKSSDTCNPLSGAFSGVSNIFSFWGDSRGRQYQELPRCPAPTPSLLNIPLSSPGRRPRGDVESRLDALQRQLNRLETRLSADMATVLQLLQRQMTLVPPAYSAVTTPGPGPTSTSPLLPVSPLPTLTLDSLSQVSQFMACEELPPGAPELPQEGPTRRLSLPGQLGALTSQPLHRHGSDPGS
Dyrk1A ADPGlo = inhibitors of rat Dyrk1A kinase. Q63470. inhibition, % at 12.5 µM. actives 0.43% (n = 310,000). ADP-Glo luminescence, NFATc1 peptide; in the data active = inhibition above about 50%;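 note: plate controls were vehicle with enzyme for no effect and no enzyme for full effect; many of its hits are not listed in these tables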
KCNK3 inh = human KCNK3 channel inhibition, primary screen; CHO-KCNK3 thallium flux, FluxOR fluorescence; stronger effect = lower value; B-score at 10 µM; actives 0.84% (n = 340,000); AID 602410;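 active = B-score under library mean minus 4 SD, starting fluorescence ratio at most library mean plus 5 SD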;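 note: more negative B-score means stronger inhibition of thallium flux through KCNK3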
KCNK9 block = human KCNK9 channel inhibition. HEK293 KCNK9, FluxOR thallium flux fluorescence; stronger effect = lower value. B-score at 10 µM. actives 1.2% (n = 310,000). Q9NPC2;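 active = ratio B-score over 3 SD below the library mean, with starting fluorescence within 5 SD of its mean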;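 note: negative B-score means less thallium flux so channel inhibition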
KCNQ1 act = potentiators or activators of human KCNQ1 potassium channel. B-score at 10 µM. actives 0.35% (n = 310,000). P51787. CHO-K1 KCNQ1, thallium flux FluxOR fluorescence; stronger effect = higher value;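 active = fluorescence ratio B-score, a plate-corrected score, at least three library SD, with initial intensity B-score within 5 SD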
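assay system = KCNQ1-transfected CHO-K1 cells | medium = assay buffer with matched DMSO | probe or stimulus = depolarizing K+/Tl+ stimulus, K2SO4 and Tl2SO4 each 12.5 mM in 5x stock | dosing = single dose | incubation = dye 90 min, compound 20 min, room temperature | detection = kinetic FluxOR fluorescence, 10 s baseline plus 110 s post-stimulus | evaluation = ratio B score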
TRPC4 PAM = allosterically enhances the mouse TRPC4 cation channel; Q9QUQ5; AID 2227; HEK293 TRPC4beta/mu-opioid, DAMGO EC20, Fluo-4 Ca2+ flux; stronger effect = higher value; actives 0.42% (n = 310,000); B-score at 10 µM;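 active = B-score of calcium response area above 5 SD of library B-scores, with initial fluorescence ratio within 5 SD of library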;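 note: B-score of integrated fluorescence ratio over time as area under calcium response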
PolyA inhibitor = inhibitors of polyadenylation in S. cerevisiae | actives 0.02% (n = 300,000) | S. cerevisiae SKY197-pL101 polyadenylation reporter, beta-gal luminescence; efflux-impaired pdr1/pdr3 knockout yeast; score 100 = 6 SD above DMSO | calls only at 12 µM;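 active = lowest replicate activity score at least 50, where 100 means six control SD above control mean; inconclusive = lowest score under 50 but half or more replicates reach 50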;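 note: yeast exposed to compound for 9 h at 30 °C; higher score means more reporter readthrough which indicates perturbed polyadenylation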
TRPC4 block = blocks the mouse TRPC4 cation channel | Q9QUQ5 | HEK293 TRPC4beta/mu-opioid, DAMGO-evoked Fluo4 calcium flux; stronger effect = lower value | B-score at 10 µM | actives 0.39% (n = 300,000);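 active = B-score over 3 SD under the library average, no early fluorescence shift, positive overall ratio signal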
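test system = HEK293 cells with stable TRPC4beta plus mu-opioid receptor expression | detection = Fluo4 Ca2+ flux fluorescence | read-out = integrated fluorescence ratio relative to baseline, converted to per-well B score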
KCNQ1 inh = blocks the human KCNQ1 potassium channel; P51787; CHO-K1 KCNQ1, FluxOR thallium flux fluorescence; stronger effect = higher value; B-score at 10 µM; actives 1.3% (n = 310,000); AID 2642;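 active = compounds whose thallium flux B-score, printed positive for inhibition, exceeds three library SD while starting fluorescence stays within three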;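 note: channel opened by potassium depolarization with thallium stimulus after 20 min compound exposure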
Starred values were filed as active, the others as inactive; i = inactive; ? = inconclusive; . = no result given.

molecule | KCNK9 block | PolyA inhibitor | KCNQ1 act | KCNQ1 inh | TRPC4 PAM | TRPC4 act | Dyrk1A ADPGlo | Platelet DG rel | KCNK3 inh | hERG protect | TRPC4 block
Cc1ccc(N=Cc2cc(Cc3ccccc3Cl)cc([N+](=O)[O-])c2O)c(O)c1 | -8.8* | i | i | i | i | i | 1 | 6 | i | -11 | i
CN(C)C(=O)c1nc2ccc(Cl)cn2c1CN1CCCC(OCc2ccccc2)C1 (centres undefined) | i | i | i | i | i | i | -3 | 1 | i | -8 | i
CCN(C(=O)CSc1nnc(Nc2cccc(C)c2C)s1)C1CCS(=O)(=O)C1 (centres undefined) | i | i | i | i | i | i | 3 | 5 | i | -7 | i
Nc1c2c(nc3ccc(Br)cc13)N(Cc1ccccc1)CC2 | i | i | i | i | i | i | -2 | 0 | i | -2 | i
CCn1cc(C(=O)NC(C)C23CC4CC(CC(C4)C2)C3)cn1 (centres undefined) | i | i | i | i | i | i | 25 | 2 | i | -2 | i
COc1ccc(NC(=O)c2cc3nc(-c4ccccc4)cc(-c4ccccc4)n3n2)c(OC)c1 | i | i | i | i | i | i | -5 | 7 | i | -8 | i
O=C(Cn1nnc(-c2cc(Cl)ccc2-n2cnnn2)n1)N1CCCc2ccccc21 | i | i | i | i | i | i | -3 | -3 | i | -11 | i
COc1ccc(S(=O)(=O)NC2CC2)cc1Br | i | i | i | i | i | i | 6 | -1 | i | -5 | i
O=C(CSc1nc2ccccc2c(=O)n1CCCN1CCOCC1)NC12CC3CC(CC(C3)C1)C2 | i | i | i | i | i | i | 0 | 18 | i | -15 | i
COc1ccc(CN(CC2CCC(C(=O)O)CC2)C(=S)Nc2ccc(C)c(Cl)c2)cc1 (centres undefined) | i | i | i | i | i | i | -2 | -2 | i | -35 | i
C=CCn1c(C)cc(C(=O)COC(=O)CNC(=O)c2ccccc2)c1C | i | i | i | i | i | i | -8 | -10 | i | -13 | i
CCCNC(=O)C1CCN(S(=O)(=O)c2ccc3c(c2)OCCO3)CC1 | i | i | i | i | i | i | -7 | 4 | i | -5 | i
O=c1[nH]c(C2CCN(S(=O)(=O)c3ccc([N+](=O)[O-])cc3)CC2)nc2c1nnn2Cc1ccccc1 | i | i | i | i | i | i | -5 | -7 | i | -8 | i
CC1(C)CC(=O)C2=C(C1)N=C1SCCC(=O)N1C2c1ccccc1 (centres undefined) | i | i | i | i | i | i | -5 | -6 | i | 3 | i
O=C(NCc1ccncc1)C1CCN(S(=O)(=O)c2ccc(F)cc2)CC1 | i | i | i | i | i | i | -9 | -12 | i | -8 | i
Cc1ccc(C)c(S(=O)(=O)N2CCCCC2CCNC(=O)C(=O)NCCc2ccco2)c1 (centres undefined) | i | i | i | i | i | i | -1 | 11 | i | -16 | i
O=C(CSc1ccc2nnc(-c3cccnc3)n2n1)Nc1ccccc1C(F)(F)F | i | i | i | i | i | i | -7 | -1 | i | -5 | i
CN(C)N=Nc1nc2c(c(=O)n(C)c(=O)n2C)n1CC1CO1 (centres undefined) | i | i | i | i | i | i | . | -9 | i | -7 | i
CCOC(=O)c1[nH]c2ccc(OC)cc2c1NC(=S)N1CCN(C(=O)OCC)CC1 | i | i | i | i | i | i | 9 | ? | i | -8 | i
O=C(NC1CCCC1)C(NS(=O)(=O)c1ccc(Br)s1)c1ccccc1 (centres undefined) | i | i | i | i | i | i | -6 | 9 | i | -2 | i
COC(=O)C1=C(C)Nc2c(c(=O)n(C)c(=O)n2C)C1c1cccs1 (centres undefined) | i | i | i | i | i | i | -6 | -2 | i | -3 | i
O=C(NCCN1CCOCC1)C1CCC(CNS(=O)(=O)c2ccccc2)CC1 (centres undefined) | i | i | i | i | i | i | -3 | -1 | i | -9 | i
CC(Sc1ccccc1)C(=O)NCC1COc2ccccc2O1 (centres undefined) | i | i | i | i | i | i | 5 | -10 | i | -8 | i
CC(=O)Nc1cccc(-c2cn3ccc(C)cc3n2)c1 | i | i | i | i | i | i | 8 | 1 | i | -7 | i
O=C(Nc1nnc(-c2ccc(Br)cc2)o1)c1cccc(N2C(=O)CCC2=O)c1 | i | i | i | i | i | i | 6 | -4 | i | -12 | i
CN(C)C(CNC(=S)Nc1ccc(Cl)cc1)c1cccnc1 (centres undefined) | i | i | i | i | i | 86* | -4 | -1 | i | -4 | i
CCOC(=O)c1c(NC(=O)C(Sc2ccccc2)c2ccccc2)sc(C(=O)N(C)C)c1C (centres undefined) | i | i | i | i | i | i | -2 | -5 | i | -9 | i
CC(C)(C)NC(=O)CSc1nc(O)cc(=O)[nH]1 | i | i | i | i | i | i | -6 | 4 | i | -3 | i
CSc1cc(N2CCOCC2)nc(-c2ccccc2Cl)n1 | i | i | i | i | i | i | 10 | 20 | i | -12 | i
COc1ccccc1CNC(=O)CSc1nc(C)cs1 | i | i | i | i | i | i | 5 | -1 | i | -8 | i
CCOC(=O)C1(CCCc2ccccc2)CCN(CC(O)CO)CC1 (centres undefined) | i | i | i | i | i | i | -4 | -10 | i | -11 | i
COc1cccc(OCCSc2nc3ccccc3c(=O)[nH]2)c1 | i | i | i | i | i | i | -3 | 1 | i | -1 | i
Cc1ccc(C)c(NC(=O)C(C)N2C(=O)c3ccccc3C2=O)c1 (centres undefined) | i | i | i | i | i | i | 5 | 7 | i | -8 | i
O=C(CSc1nnc(-c2ccco2)o1)NC(=O)C1COc2ccccc2O1 (centres undefined) | i | i | i | i | i | i | 4 | 2 | i | -7 | i
COc1ccc(/C=N/NC(=O)c2ccncc2)cc1CN1CCN(c2ccc(F)cc2)CC1 | i | i | i | i | i | i | 7 | ? | i | -12 | i
Cc1cc2c(nn1)CCc1nonc1-2 | i | i | i | i | i | i | -3 | 5 | i | -4 | i
Nc1c(C(=O)OCC2CCCO2)c2nc3ccccc3nc2n1C1CCCC1 (centres undefined) | i | i | i | i | i | i | 7 | 0 | i | -18 | i
COc1ccccc1NC(=O)N(CCN1CCCC1)Cc1cc2cc(C)ccc2[nH]c1=O | i | i | i | i | i | i | -17 | 4 | i | -6 | i
COc1ccccc1NC(=O)C(Sc1ccccc1)c1ccccc1 (centres undefined) | i | i | i | 10* | i | i | 1 | -5 | i | -11 | i
Cc1cc([N+](=O)[O-])ccc1Nc1nc2ccccc2n2cnnc12 | i | i | i | i | i | i | 11 | 0 | i | -3 | i
O=S(=O)(c1ccccc1)c1ccc(C(F)(F)F)cn1 | i | i | i | i | i | i | -2 | 9 | i | -6 | i
CN1C(=S)N(c2cccnc2)C(=O)/C1=C\c1ccc(C(C)(C)C)cc1 | i | i | i | i | i | i | 0 | 8 | i | -35 | i
Cc1ccc(Nc2ccccc2)cc1 | i | i | i | i | i | i | -4 | -6 | i | -8 | i
CCC(Sc1nc2ccccc2c(=O)n1CCN1CCOCC1)C(=O)NCc1cccnc1 (centres undefined) | i | i | i | i | i | i | 2 | -3 | i | -8 | i
CC/C(=N\NC(=S)NC(C)C)c1ccc(OC(F)F)cc1 | i | i | i | i | i | i | . | -3 | i | 1 | i
CC1CCN(C(=O)c2[nH]cnc2C(=O)N[C@@H](C)C(=O)OC(C)(C)C)CC1 | i | i | i | i | i | i | 0 | 5 | i | -8 | i
CCCn1c(SCC(=O)c2[nH]c(C)c(C(C)=O)c2C)n[nH]c1=O | i | i | i | i | i | i | 0 | 27 | i | -7 | i
CC(C)c1ccc2[nH]c(O)c(N=NC(=O)c3cccc(S(=O)(=O)N4CCCCC4)c3)c2c1 | i | i | i | i | i | i | 1 | -6 | i | -9 | i
O=C(Nc1ccccc1Cl)O/N=C(/c1ccccc1)c1ccccn1 | i | i | i | i | i | i | -3 | 1 | i | -8 | i
Cc1cc(/C=C(\C#N)C(=O)Nc2ccccc2)c(C)n1-c1ccc2c(c1)OCO2 | i | i | i | i | i | i | -7 | 4 | i | -9 | i
CN1CCN(C2=NC(=O)/C(=C/c3ccccc3OS(=O)(=O)c3ccccc3)S2)CC1 | i | i | i | i | i | i | -1 | 3 | i | -2 | i
COc1ccc(/C=C2\CCn3c2nc2cc(C(=O)O)ccc2c3=O)cc1OC | i | i | i | i | i | i | 5 | 2 | i | -13 | i
CN(C)S(=O)(=O)c1cccc(-c2cn3ccccc3n2)c1 | i | i | i | i | i | i | 9 | -1 | i | -6 | i
Cc1ccc(CCNC(=O)c2ccc3nc4ccccc4c(=O)n3c2)cc1 | i | i | i | i | i | i | -3 | 4 | i | -5 | i
O=C(N/N=C/c1cccc(NC(=O)c2ccc(Cl)cc2)c1)c1ccc(O)cc1 | i | i | i | i | i | i | 3 | 4 | i | -4 | i
S=C(Nc1ccc2nsnc2c1)N1CCCC1 | i | i | i | i | i | i | 12 | -2 | i | -6 | i
COC(=O)c1ccc(COc2ccc3c4c(c(=O)oc3c2)CCC4)o1 | i | i | i | i | i | i | 2 | 1 | i | -11 | i
COc1ccc(N(CC(=O)NCc2ccccc2C)S(=O)(=O)c2ccc(C)cc2)cc1OC | i | i | i | i | i | i | 1 | -1 | i | -3 | i
O=C1NC2(CCCCC2)C(=O)N1c1ccccc1 | i | i | i | i | i | i | 1 | -4 | i | -10 | i
NS(=O)(=O)c1ccc(CNC(=O)CNC(=O)c2ccc(F)cc2)cc1 | i | i | i | i | i | i | -4 | -6 | i | -8 | i

More results follow:
molecule | KCNK9 block | PolyA inhibitor | KCNQ1 act | KCNQ1 inh | TRPC4 PAM | TRPC4 act | Dyrk1A ADPGlo | Platelet DG rel | KCNK3 inh | hERG protect | TRPC4 block
O=C(CC1(O)C(=O)Nc2ccccc21)c1cccnc1 (centres undefined) | i | i | i | i | i | i | 2 | 5 | i | -7 | i
CNC(=S)NNS(=O)(=O)c1ccc(OC)cc1OC | i | i | i | i | i | i | -2 | 7 | i | -1 | i
NC(=O)c1ccc(NC(=O)COC(=O)C(Cc2ccccc2)NC(=O)c2ccccc2)cc1 (centres undefined) | i | i | i | 6* | i | i | -1 | -2 | i | -15 | i
NS(=O)(=O)c1cccc(-n2cnnn2)c1 | i | i | i | i | i | i | -1 | -4 | i | -13 | i
O=C(C[n+]1ccc(/C=N/O)cc1)NCc1ccccc1 | i | i | i | i | i | i | -5 | 11 | i | -12 | i
Cc1cc(C)n(CCc2nc(-c3ccc(F)cc3)cs2)n1 | i | i | i | i | i | i | 1 | -5 | i | -11 | i

Not all compounds are listed; the hit share may differ from the screen's.
